Screens: PubChem BioAssay, several laboratories
TWEAK-Fn14 inh = TWEAK-Fn14 signaling inhibition | AID 1159606 | TWEAK-stimulated Fn14 reporter cells, luciferase luminescence, 8 h | 360,000 tested, 2% active | inhibition, % at 10 µM; in the data active means inhibition above about 50%
CF NFkB block = inhibitors of cystic fibrosis induced NF-kB. AID 588850. inhibition, % at 5 µM. KKLEB NF-kB-GFP reporter, PAF-induced, GFP fluorescence overnight. 360,000 tested, 0.86% active;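 active means at least 50% inhibition at 5 µM, scaled per plate between neutral and stimulator controls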;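 further: PAF is a Pseudomonas aeruginosa culture filtrate used as stimulus; plate controls were PAF-stimulated DMSO wells for no effect and unstimulated DMSO wells for full effect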
SRC2 inh = inhibits human steroid receptor coactivator 2 | Q15596 | HEK293 GAL4-SRC2 luciferase reporter, luminescence | inhibition, % at 9 µM | 370,000 tested, 0.17% active;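 active means inhibition above the mean inhibition of all tested compounds plus 3 SD, set per campaign, cut at about 52% in these data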;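 further: 0% = DMSO treated cells and 100% = cells given Gossypol at 36 µM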
Target sequence (Q15596 whole entry, looked up, the tested form may be a part): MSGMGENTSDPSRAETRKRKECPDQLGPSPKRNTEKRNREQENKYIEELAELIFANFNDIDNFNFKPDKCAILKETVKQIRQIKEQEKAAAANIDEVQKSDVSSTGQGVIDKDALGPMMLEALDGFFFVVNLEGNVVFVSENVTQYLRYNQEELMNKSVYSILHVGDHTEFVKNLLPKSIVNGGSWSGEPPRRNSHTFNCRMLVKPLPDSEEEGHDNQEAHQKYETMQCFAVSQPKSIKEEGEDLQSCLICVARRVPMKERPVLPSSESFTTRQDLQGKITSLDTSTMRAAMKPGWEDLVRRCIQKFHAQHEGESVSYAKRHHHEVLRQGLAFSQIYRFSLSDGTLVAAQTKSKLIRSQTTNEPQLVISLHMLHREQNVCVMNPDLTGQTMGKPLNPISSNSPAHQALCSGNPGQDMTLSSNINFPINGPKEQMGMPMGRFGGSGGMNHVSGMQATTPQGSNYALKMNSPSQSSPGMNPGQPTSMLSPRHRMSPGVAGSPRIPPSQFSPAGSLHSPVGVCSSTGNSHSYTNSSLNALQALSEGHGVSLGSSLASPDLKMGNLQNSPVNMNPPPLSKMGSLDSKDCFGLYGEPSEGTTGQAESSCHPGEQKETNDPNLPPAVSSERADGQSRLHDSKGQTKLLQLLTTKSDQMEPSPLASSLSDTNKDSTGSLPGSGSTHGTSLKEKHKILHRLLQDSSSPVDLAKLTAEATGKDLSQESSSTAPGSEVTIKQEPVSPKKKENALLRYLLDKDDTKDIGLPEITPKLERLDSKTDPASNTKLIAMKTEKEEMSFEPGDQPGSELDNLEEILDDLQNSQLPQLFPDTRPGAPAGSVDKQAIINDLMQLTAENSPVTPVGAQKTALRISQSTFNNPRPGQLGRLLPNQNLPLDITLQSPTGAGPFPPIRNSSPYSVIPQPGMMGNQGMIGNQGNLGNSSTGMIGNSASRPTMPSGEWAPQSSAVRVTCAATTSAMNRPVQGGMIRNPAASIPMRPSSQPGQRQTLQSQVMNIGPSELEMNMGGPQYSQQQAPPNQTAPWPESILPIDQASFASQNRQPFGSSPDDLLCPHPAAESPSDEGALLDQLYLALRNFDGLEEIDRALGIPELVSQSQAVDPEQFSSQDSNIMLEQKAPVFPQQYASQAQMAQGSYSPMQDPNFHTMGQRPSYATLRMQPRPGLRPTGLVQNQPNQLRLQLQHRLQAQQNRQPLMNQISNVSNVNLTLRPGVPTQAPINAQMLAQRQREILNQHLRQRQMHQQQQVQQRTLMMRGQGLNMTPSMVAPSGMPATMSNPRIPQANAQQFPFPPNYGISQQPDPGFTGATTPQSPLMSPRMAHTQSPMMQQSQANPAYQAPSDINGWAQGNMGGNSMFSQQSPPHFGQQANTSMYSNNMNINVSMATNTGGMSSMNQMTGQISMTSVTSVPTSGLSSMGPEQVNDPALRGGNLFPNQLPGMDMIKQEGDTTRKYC
KKLEB tox = counter-screen for CF NF-kB inhibitors: cytotoxicity; KKLEB CF airway cells viability, ATPlite luminescence, overnight; hits give low values; cells stimulated with P. aeruginosa culture filtrate; activity change (cytotoxicity), % at 5 µM; 360,000 tested, 0.36% active;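 active means corrected activity change at or below -50% at 5 µM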
TROY signal inh = inhibitors of TROY-dependent NF-kB signaling; Q293 LMP1-TROYcd NF-kB luciferase reporter, 4 h; inhibition, % at 10 µM; 360,000 tested, 0.98% active; AID 1347056;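 active means compounds whose plate-normalised and pattern-corrected inhibition of the luciferase reporter signal at the single screening dose is 50% or more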
NCOA1 inh = inhibitors of human steroid receptor coactivator 1 (SRC1). Q15788. HEK293 GAL4-SRC1 luciferase reporter, luminescence. inhibition, % at 3.6 µM. 360,000 tested, 0.12% active. AID 588354;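 active means inhibition above the campaign mean plus 3 SD, with each screening campaign given its own cutoff, cut at about 60% in these data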;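 further: 0% = DMSO treated cells and 100% = gossypol at 36 µM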
SRC3 inh = inhibitors of human steroid receptor coactivator 3 (SRC3); Q9Y6Q9; AID 588352; 360,000 tested, 0.17% active; inhibition, % at 3.6 µM; HEK293 GAL4-SRC3 luciferase reporter, luminescence;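 active means inhibition above a per-campaign cutoff, the mean of all compounds plus 3 SD, cut at about 60% in these data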;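 further: 0% = DMSO-treated cells and 100% = gossypol-treated cells at 36 µM; higher means less SRC3-driven luciferase light from the GAL4 reporter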
LMP1 NFkB inh = reduces LMP1-driven NF-kappaB luciferase signal; LMP1-induced NF-kappaB luciferase reporter cells, luminescence; inhibition, % at 12.5 µM; 350,000 tested, 0.69% active; in the data active means inhibition above about 41%;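 further: 0% = neutral control wells and 100% = reference inhibitor control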
NR5A2 inv ag = NR5A2 inverse agonism in reporter assay; O00482; HEK293T StAR-luciferase reporter, LRH-1 transfected, 24 h; inhibition, % at 3.6 µM; 360,000 tested, 0.13% active;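 active means inhibition above the mean inhibition of all tested compounds plus 3 SD, cut at about 73% in these data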;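 further: 0% = DMSO wells and 100% = reporter-only cells lacking LRH-1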
TRAIL sens C8 = caspase-8 TRAIL sensitization | NB7+C8 cells + TRAIL, ATPlite viability luminescence | inhibition (viability loss, TRAIL sensitization), % at 10 µM | AID 624354 | 360,000 tested, 1% active;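 active means compounds causing at least 50% loss of cell viability in the single-dose screen, relative to plate controls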
NR2F2 inh = blocks human COUP-TFII nuclear receptor; HEK293T NGFI-A luciferase reporter, luminescence; inhibition, % at 8.6 µM; 370,000 tested, 0.7% active; AID 686940;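 active means inhibition above a per-plate cutoff, mean inhibition of test wells between control levels plus 3 SD, cut at about 38% in these data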;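 further: cells cotransfected with COUP-TFII expression vector driving the NGFI-A reporter; 0% = median of COUP-TF2 test wells and 100% = reporter-only cells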
* = called active by the depositor; nt = no result given.

SMILES	TWEAK-Fn14 inh	CF NFkB block	SRC2 inh	KKLEB tox	TROY signal inh	NCOA1 inh	SRC3 inh	LMP1 NFkB inh	NR5A2 inv ag	TRAIL sens C8	NR2F2 inh
N#Cc1c(N)nc2c(c1N)CC(C(F)(F)F)O2 (centres undefined)	12	3	37	7	8	11	29	12	-9	-8	23
CN1c2ccccc2C(O)=C(C(=S)Nc2ccc(Cl)cc2)S1(=O)=O	9	-11	-33	-17	-20	2	20	7	11	14	-10
CCOc1ccc(NC(=O)CCS(=O)(=O)c2cccc3nsnc23)cc1	7	-1	-30	11	19	-15	5	7	11	-4	2
COc1ccc(C(=O)Nc2ccc3[nH]ccc3c2)cc1OC	-26	4	-26	2	-48	-52	-44	-14	-39	41	-12
CC(=O)C(Sc1nc(NC(C)(C)C)nc(N(C)C)n1)C(C)=O	5	-2	-24	-20	-15	-25	8	3	18	10	-19
CCCCNC(=O)c1cc2c(=O)n3cccc(C)c3nc2n(CCN2CCOCC2)c1=N	-21	-12	-8	0	-20	-9	-12	5	-8	1	8
CC1(C)CC2CC(C)(CN2/C=N/c2sc3c(c2C#N)CC(C)(C)NC3(C)C)C1 (centres undefined)	2	7	20	-9	-8	7	6	nt	-3	9	-3
CCNC(=S)N(Cc1ccc2c(c1)OCO2)C1CC(=O)N(c2ccc(F)cc2)C1=O (centres undefined)	0	-3	21	8	0	7	16	2	7	-7	-14
C=C(C)CN(CC)C(=O)CC1C(=O)NCCN1CC(C)(C)C (centres undefined)	-10	10	1	3	3	8	3	7	-1	5	6
Cc1cc(C(=O)CSc2nnnn2-c2ccc(O)cc2)c(C)n1C	-4	0	-3	-4	-5	-29	-38	-1	-46	-6	4
COc1ccc(S(=O)(=O)N(C)CC(=O)NCCCN2CCOCC2)cc1Cl	3	2	12	3	1	-1	-18	0	8	-18	-5
CC(=O)c1ccccc1NC(=O)COC(=O)/C=C/c1ccc(C)o1	3	-6	-18	-5	4	9	13	-3	-1	-1	19
N/C(=N\OC(=O)C1CCCCC1)c1ccccn1	25	4	-20	-1	-48	-79	-63	-12	-94	5	-42
Cc1nnc(Oc2ccc([N+](=O)[O-])cc2)c2ccccc12	-8	-17	-9	10	-32	-21	-18	-4	-10	-13	5
COc1ccccc1NC(=O)CN(C)S(=O)(=O)c1ccc(F)cc1	8	-1	-10	9	-9	-1	11	-4	12	0	11
COc1cc2nc(NCC3CCCO3)n3nc(-c4cccnc4)nc3c2cc1OC (centres undefined)	-1	-30	-25	-5	10	11	16	-11	13	13	-1
Cc1ccc(C(=O)NC(=S)N2CCCCCC2)cc1	4	-2	-20	-6	-4	-23	-19	-1	-3	12	-35
CCOC(=O)c1cc2c(nc1NC(=S)Nc1ccccc1)CC(C)(C)OC2	-1	-10	-26	4	7	-7	2	0	-20	-3	15
CCN(CC)S(=O)(=O)c1ccc(NCC2COc3ccccc3O2)c([N+](=O)[O-])c1 (centres undefined)	19	16	2	-3	-28	-20	2	2	9	10	2
CC1=NC(Nc2nc(C)c3ccccc3n2)=NC(C)(C)C1	-29	2	-10	-8	-2	14	28	7	6	24	14
CN1CCN(Cc2nc3cc(NC(=O)COc4ccc([N+](=O)[O-])cc4)ccc3n2C)CC1	-11	-26	-9	-6	4	9	-15	-1	6	-3	10
COc1ccc(/C=C(\C#N)C(=O)OCC(=O)NC2CC2)cc1	-24	-5	-18	3	-26	1	8	9	4	-1	-22
COCCCNC(=O)[C@H](Cc1ccccc1)NC(=O)CC[C@H]1O[C@@H](n2ccc(=O)[nH]c2=O)[C@H](O)[C@@H]1O	-4	-3	-15	1	13	10	7	nt	-6	-7	-7
CCOc1ccc(CCNC(=O)C(C)n2nc(C)n3c(cc4occc43)c2=O)cc1OCC (centres undefined)	-15	8	3	-8	-5	1	6	-3	5	-8	11
CCCNC(=S)NC1CC2CCCC(C1)N2Cc1ccc(F)cc1 (centres undefined)	21	-12	-4	-5	2	-3	-21	-4	-15	-9	-8
O=C(Nc1cccc2ccccc12)N(CCO)C1CCS(=O)(=O)C1 (centres undefined)	64*	-7	12	5	51*	-15	-12	-4	17	12	-11
Nc1cccc(-c2nc3ccc(C(=O)c4ccccc4)cc3[nH]2)c1	2	2	-17	-20	-27	-79	-66	-33	-85	63*	-35
COc1ccc(NC(=O)c2cc(C3CCCCN3S(=O)(=O)Cc3ccccc3)on2)c(C)c1 (centres undefined)	-11	-2	-45	4	-52	-31	-12	nt	-23	2	15
Cc1ccc(SCC(=O)OCC(=O)NCCC2=CCCCC2)cc1	-13	18	-5	-1	-31	-10	-19	-8	1	-4	-22
CCOc1ccc(CCNC(=O)CCn2nc(C)c3c(C)n(-c4ccccc4)nc3c2=O)cc1	-6	-1	-3	2	4	1	-12	-6	19	-4	3

Just NR2F2 inh (3 entries from above):
| Molecule | NR2F2 inh |
| --- | --- |
| COc1cc2nc(NCC3CCCO3)n3nc(-c4cccnc4)nc3c2cc1OC (centres undefined) | -1 |
| Cc1ccc(C(=O)NC(=S)N2CCCCCC2)cc1 | -35 |
| CCOC(=O)c1cc2c(nc1NC(=S)Nc1ccccc1)CC(C)(C)OC2 | 15 |

The list continues:
SMILES	TWEAK-Fn14 inh	CF NFkB block	SRC2 inh	KKLEB tox	TROY signal inh	NCOA1 inh	SRC3 inh	LMP1 NFkB inh	NR5A2 inv ag	TRAIL sens C8	NR2F2 inh
COC(=O)c1ccccc1NC(=O)C1CC(=O)N(c2ccccc2)C1 (centres undefined)	3	1	-8	5	-5	5	-10	7	-9	3	-4
Cn1c(=O)c2ccccc2n(Cc2ccccc2F)c1=O	0	2	18	-6	20	-9	-49	3	-6	0	13
CC(=O)Nc1ccc(S(=O)(=O)NCC(=O)OCc2ccccc2)cc1	2	-4	-15	8	-8	-4	16	0	9	-22	-21
O=c1cc(-c2cccc(F)c2)oc2ccccc12	-29	-29	-60	-4	32	2	-29	-10	-36	13	-12
O=C(N/N=C\c1cc2c(cc1Cl)OCO2)c1ccc(Br)s1	-64	10	5	-4	30	-8	-10	-22	1	21	2
CCCCN(C)C(=O)C1CCN(Cc2cccc(OCc3ccccc3)c2)CC1	2	-3	14	-10	12	-30	5	5	5	7	5
CCN(CC(=O)Nc1ccc(C(=O)OC)cc1)Cc1ccccc1	29	-23	-7	-10	-13	-5	-12	6	-4	2	3
CCCCOc1ccc(C(=O)NCC2(c3ccc(OC)cc3)CCOCC2)cc1	-10	6	9	-2	-30	8	20	1	2	-4	15
Cc1ccc(C(=O)N/N=C\C=C\c2ccccc2[N+](=O)[O-])cn1	-7	8	-5	-1	-22	7	15	-11	21	3	13
O=C(O)CCCCCNc1nc(=S)[nH]c2ccccc12	0	-4	-25	9	6	8	5	-1	-2	-9	4
CC(C(=O)O)n1cc(Cl)cn1 (centres undefined)	9	-6	19	-1	6	-6	-5	-4	2	-17	13
CCOc1ccccc1/C=C/C(=O)N1CCN(C(=O)c2ccco2)CC1	22	24	-7	-7	1	-7	-24	-3	-7	-16	5
COc1ccc(CCN2C(=O)C3C4C=CC(C3C2=O)C2C(=O)N(CCc3ccc(OC)c(OC)c3)C(=O)C42)cc1OC (centres undefined)	18	1	nt	3	4	27	-2	29	37	9	nt
CCn1c(SCc2ccc(Cl)cc2Cl)nc2nc3c(cc2c1=O)CCCC3	-23	26	15	-42	8	-8	4	6	-20	-7	-7
O=C(CSc1nc2ccccc2[nH]1)NCc1ccc2c(c1)OCO2	7	-9	12	2	7	2	8	-5	15	17	20
CCn1c(SCC(=O)N(C)C2CCCCC2)nc2cc(S(N)(=O)=O)ccc21	0	8	-47	3	-21	8	11	-7	-5	10	-4
COC(=O)Cc1c(C)nc2nc(-c3cccnc3)[nH]n2c1=O	6	-1	-7	-3	-18	-6	-18	-11	-2	-7	8
Cc1ccc(-c2cc(C(=O)NCCCN3CCOCC3)c3ccccc3n2)cc1	3	-22	4	8	-9	23	11	-8	14	15	13
COc1ccc([C@H]2CC(=O)C=C(c3ccccc3OC)C2)cc1OC	4	16	-2	-1	13	3	2	-1	10	0	5
O=c1c(Cl)c(O)c2cccc3c4ccccc4n1c23	29	-13	6	10	-29	5	13	-13	0	-17	-5
Cc1ccn2cc(-c3ccc(Br)cc3)nc2c1	73*	-27	4	-47	33	-106	-73	24	-87	86*	3
Cc1ccc(S(=O)(=O)NN=C2CC3CC2C2CCCC32)cc1 (centres undefined)	-24	-35	-6	16	-4	5	-6	1	15	-7	8
CC(C)c1onc(C(=O)Nc2cccc(Cl)c2)c1[N+](=O)[O-]	-1	-4	3	16	-49	0	-5	-21	-3	0	-11
CCN(CC)CCN1C(=O)C(=O)/C(=C(/O)c2ccc(S(=O)(=O)N3CCOCC3)cc2)C1c1ccc(C)cc1 (centres undefined)	-8	13	-18	-6	-9	-7	-3	2	-14	9	-9
O=C(O)c1ccc(OCCn2ccnc2)cc1	-2	43	-10	22	2	5	-15	-3	-4	9	9
O=C(CSc1n[nH]c(=O)n1Cc1ccco1)c1ccc2c(c1)OCCO2	15	-3	-44	2	-28	-21	-3	-11	-9	11	-9
CCNC(=O)CCSc1nc(C)cc(C)n1	5	-12	-12	-12	14	-4	4	6	-6	-10	8
O=C(Nc1nnc(SCc2ccc(F)cc2)s1)C1Cc2ccccc2CN1C(=O)c1ccco1 (centres undefined)	21	-3	-20	-7	-13	3	-6	-14	1	36	-3
COC(=O)c1cc(NC(=O)CC(=O)c2cccc(N)c2)cc(C(=O)OC)c1	0	12	3	-7	-17	5	9	-8	3	-13	1
COc1ccc(NC(=O)CN2C(=O)C(c3ccccc3)=NC23CCCCCC3)cc1OC	9	-4	4	5	-1	-13	13	15	1	10	-11
Nn1c(SCC(=O)N2CCCCCC2)nnc1-c1ccncc1	-3	6	15	4	11	-3	-2	-7	1	-3	2
Cc1ccc(NC(=O)COC(=O)C2COc3ccccc3O2)cc1 (centres undefined)	8	27	22	-8	-5	-21	1	0	-7	4	0
CCCCC(=O)Nc1ccc(C(=O)NCCc2ccc(S(N)(=O)=O)cc2)cc1	4	2	-8	0	-4	6	8	5	0	-4	3
CCN1C(=O)/C(=C/c2nc3ccccc3c(=O)n2-c2ccc(C)cc2)c2ccccc21	67*	8	15	0	13	-6	13	14	14	-2	-5
Cc1nn(C)c(C(=O)N/N=C/c2cccnc2)c1Br	-8	23	-5	9	8	5	-4	1	-13	-6	-8
CCC(C)c1ccc(OCCn2cc(/C=N/NC(=O)CSc3nnc(C)s3)c3ccccc32)cc1 (centres undefined)	40	-2	8	5	-11	-11	-14	-8	3	2	6
Cc1cc2nc(-c3ccc(F)cc3)c(Cc3ccccc3)n2c(C)c1Br	-17	0	-2	6	-19	8	12	nt	16	-7	17
O=C(CC1SC(=Nc2ccccc2)N(CCCO)C1=O)Nc1ccc(Cl)cc1 (centres undefined)	24	4	nt	-15	-2	4	10	-9	15	14	nt
Cc1cc(C)nc(SCc2nnc(SCC(=O)O)n2-c2ccccc2)n1	1	12	-4	2	-28	-9	-20	7	4	-10	-3
